Source: PubChem (several laboratories)
Rv3671c inh: inhibits the M. tuberculosis serine protease Rv3671c | P9WHR9 | inhibition, % at 5.96 µM | 320,000 compounds, 0.048% hits; in the data active means inhibition above about 38%;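 further: extracellular domain of Rv3671c used as enzyme; 0% = enzyme with DMSO and 100% = no enzyme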
Target sequence (P9WHR9 whole entry, looked up, the tested form may be a part): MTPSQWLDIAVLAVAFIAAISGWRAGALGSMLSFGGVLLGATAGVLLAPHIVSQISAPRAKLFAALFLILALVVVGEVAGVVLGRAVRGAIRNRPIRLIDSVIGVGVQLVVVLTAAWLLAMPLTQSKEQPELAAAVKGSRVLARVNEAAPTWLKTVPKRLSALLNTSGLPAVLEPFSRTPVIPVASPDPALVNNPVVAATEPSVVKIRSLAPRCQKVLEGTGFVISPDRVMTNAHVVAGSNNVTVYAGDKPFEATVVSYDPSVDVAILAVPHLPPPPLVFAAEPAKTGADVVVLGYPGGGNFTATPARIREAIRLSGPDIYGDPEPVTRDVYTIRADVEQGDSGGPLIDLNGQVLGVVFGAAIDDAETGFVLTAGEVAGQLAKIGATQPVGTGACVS
FadD28 binding: inhibitors of Mycobacterium tuberculosis FadD28 bisubstrate binding. FadD28 bisubstrate probe binding, fluorescence polarization. inhibition, % at 12.5 µM. 360,000 compounds, 0.22% hits. AID 588549; in the data active means inhibition above about 8.5%, passing the limit was not always enough; inconclusive means no clear call, values can overlap the other calls
Mtb UGM inh: Mtb UDP-galactopyranose mutase inhibition | inhibition, % at 10 µM | purified UGM, fluorescence polarization probe displacement | 320,000 compounds, 0.06% hits | P9WIQ1; in the data active means inhibition above about 10%, passing the limit was not always enough; inconclusive means no clear call, values can overlap the other calls
BoNT-F LC inh: inhibitors of Botulinum neurotoxin F light chain protease; 360,000 compounds, 0.22% hits; Multiplex microsphere protease cleavage assay, flow cytometry; inhibition, % at 10 µM; AID 588497; in the data active means inhibition above about 35%, passing the limit was not always enough; inconclusive means no clear call, values can overlap the other calls; further: plate controls were buffer without enzyme for full effect and enzyme alone for no effect
FBA Mtb inh: inhibitors of M. tuberculosis fructose-bisphosphate aldolase; inhibition, % at 1 µM; purified M. tuberculosis FBA, fluorescence read-out; AID 588726; P9WQA3; 360,000 compounds, 2.3% hits; in the data active means inhibition above about 27%;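 further: 0% = vehicle and 100% = reference inhibitor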
Target sequence (P9WQA3 whole entry, looked up): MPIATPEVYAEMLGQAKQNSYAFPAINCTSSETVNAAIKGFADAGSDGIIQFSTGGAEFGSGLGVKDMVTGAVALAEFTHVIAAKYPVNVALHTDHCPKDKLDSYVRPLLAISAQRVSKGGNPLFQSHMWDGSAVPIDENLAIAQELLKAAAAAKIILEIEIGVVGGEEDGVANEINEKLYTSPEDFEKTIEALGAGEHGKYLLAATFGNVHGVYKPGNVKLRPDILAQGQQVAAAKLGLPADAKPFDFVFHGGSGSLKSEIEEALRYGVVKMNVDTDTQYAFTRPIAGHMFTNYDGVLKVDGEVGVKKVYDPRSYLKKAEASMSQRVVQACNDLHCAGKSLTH
GDH-TPI counter: counter-screen for M. tuberculosis FBA inhibitors: GDH-TPI coupled enzymes; inhibition, % at 4.8 µM; 360,000 compounds, 1.2% hits; GDH-TPI coupled enzyme counterscreen, NADH absorbance; AID 588335; in the data active means inhibition above about 30%;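 further: 0% = DMSO wells and 100% = wells lacking the enzyme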
PrPC surface inh: cell surface PrPC inhibition, primary TR-FRET screen. TR-FRET read-out. P04156. 370,000 compounds, 0.43% hits. inhibition, % at 13.8 µM; in the data active means inhibition above about 24%; further: 0% = median of the test wells and 100% = reference compound wells
BioA inh: inhibitors of Mycobacterium tuberculosis BioA enzyme. AID 602481. purified M. tuberculosis BioA enzyme, plate reader. inhibition, % at 9.99 µM. 360,000 compounds, 0.096% hits; in the data active means inhibition above about 40%; inconclusive means no clear call, values can overlap the other calls
MazF activator: MazEF (E. coli) toxin RNase activation | P0AE70 | FAM/BHQ RNA-DNA oligo cleavage fluorescence, 5 h | activation, % at 20 µM | 350,000 compounds, 0.32% hits | AID 504720; in the data active means activation above about 50%
Target sequence (P0AE70 whole entry, looked up): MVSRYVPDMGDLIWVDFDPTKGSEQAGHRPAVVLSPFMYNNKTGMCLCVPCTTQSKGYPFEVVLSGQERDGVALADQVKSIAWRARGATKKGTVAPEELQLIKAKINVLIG
Active calls of the source: *; ? = inconclusive; . = not tested or not shown. An unsorted share of the library. About 4.8% of those tested had a hit in this group.

entry	canonical_smiles	Rv3671c inh	FadD28 binding	Mtb UGM inh	BoNT-F LC inh	FBA Mtb inh	GDH-TPI counter	PrPC surface inh	BioA inh	MazF activator
1	Cc1cc(C)c(S(=O)(=O)N2CCC(C(=O)NCc3ccco3)CC2)c(C)c1	5	-0.1	-1.5	-9	1	-2	4	0.9	6
2	Cc1ccc(Cl)cc1N1CCN(C(c2cccnc2)c2nnnn2C2CCCCC2)CC1 (stereo not given)	-1	-0.1	3.9	-5	1	3	4	-0.4	1
3	O=C(Nc1ccc(Cl)cc1)Nc1ccc(N2CCOCC2)cc1	-4	-2.9	0.3	-17	-2	4	12	0.9	-2
4	CC(=O)N1c2ccc(S(=O)(=O)NCCC(=O)NC3CCCC(C)C3C)cc2CC1C (stereo not given)	9	-1.4	-1.1	2	1	6	4	-3.4	5
5	CCN(C(=O)c1c(N)cnn1C)c1ccccc1	9	-1.0	-2.5	-7	1	-6	-3	.	-2
6	CCCCn1c(N)c(N(CCOC)C(=O)CSc2nnc(-c3ccc(F)cc3)n2N)c(=O)[nH]c1=O	5	-0.7	1.1	10	1	4	2	-0.7	0
7	CCOC(=O)c1ccc(COC(=O)c2cc3ccccc3oc2=O)o1	-7	-1.1	-1.6	7	8	12	1	4.5	-1
8	CCOC(=O)C1CCN(C(=O)c2ccccc2NC(=O)c2ccc(Cl)cc2)CC1	6	1.0	-0.4	-4	2	3	-7	-0.1	5
9	CC(=O)N1CCC(N(C(=O)Nc2c(F)cccc2F)C(C)C)CC1	3	1.5	0.1	-3	8	4	4	-0.8	3
10	CC1CC(C)CN(C(=O)C(NS(=O)(=O)c2ccc3c(c2)oc(=O)n3C)C(C)C)C1 (stereo not given)	-8	-1.0	-0.4	-4	-2	-2	-5	-0.6	12
11	COCCCNC(=O)CC1C(=O)N(Cc2ccccc2)C(C)c2nc3ccccc3n21 (stereo not given)	10	-1.0	0.8	-8	-2	3	3	0.6	2
12	CCOC(=O)N1CCN(C(=O)CSc2nnc3[nH]c(=O)c(C)c(C)n23)CC1	7	-2.7	-1.5	-11	2	-1	3	-1.4	1
13	COc1ccc(NS(=O)(=O)c2cccc(NC(=O)CCC(=O)c3cccs3)c2)cc1	-24	-2.3	1.5	-7	-4	0	10	.	3
14	COc1ccccc1N1C(=O)CC(Sc2nccc(C)n2)C1=O (stereo not given)	2	0.5	-0.2	-23	3	4	-4	-0.2	-10
15	O=C(O)c1ccc2c(c1)C(=O)N(c1ccccc1-c1ccccc1)C2=O	-9	-1.6	1.2	-4	-4	-11	0	-1.0	-1
16	COCCNC(=O)C1(C)Cc2c(-c3cccc(C(N)=O)c3)ccnc2O1 (stereo not given)	.	-3.0	.	1	2	-4	8	2.2	.
17	C/C(=C\C(=O)c1ccc(F)cc1)Nc1ccc(N2CCOCC2)cc1	-43	-3.8	5.8	-5	0	6	-11	0.8	-1
18	CC1CCCCN1CCCNC(=O)CCCN1C(=O)c2cccnc2Sc2ccccc21 (stereo not given)	-1	0.3	3.5	2	-3	7	.	1.3	9
19	N#Cc1ccc(-c2ccc(F)cc2)nc1Oc1ccc(F)cc1	4	0.1	-1.7	1	-1	1	4	-5.3	0
20	CCOc1cc(/C=C2\SC(=NC)N(C)C2=O)cc(Cl)c1OC(C)=O	3	-1.3	-1.9	21	3	4	-8	-1.9	16
21	CC1CCN(C(=O)CCc2ccc(S(=O)(=O)NC(C)(C)C)cc2)CC1	3	-3.0	0.3	-2	-1	-1	4	.	-4
22	CNc1nc2c(C)cccn2c(=O)c1C=Nc1ccc(OC)cc1	6	-2.2	-6.5	-2	13	5	-1	.	19
23	CC(/C=N/n1c(COc2ccccc2)n[nH]c1=S)=C\c1ccccc1	-2	-5.2	2.1	-4	4	3	-1	6.0	-1
24	O=C(COC(=O)c1ccccc1F)NC1CCCC1	6	-3.9	4.9	13	-2	-11	-3	1.1	8
25	COc1cccc(-c2nc(Cc3ccc(OC)c(OC)c3)no2)c1	3	-3.9	0.7	-11	-3	-4	6	1.5	-7
26	CC(C)(C)S(=O)N1Cc2cc(C(=O)NCc3ccc(Oc4ccccc4)cc3)nc(-c3cccc(-c4cc5ccccc5o4)c3)c2[C@@H]1CCO (stereo not given in full)	.	-7.2	.	-28	2	.	.	-0.7	.
27	Cc1cccc(C(C)C)c1NC(=O)C1CCN(S(=O)(=O)c2ccccc2)CC1	-15	0.5	-0.1	-2	1	-1	8	-1.7	-10
28	Cc1ccc(Nc2cc(Cl)nc(N)n2)c([N+](=O)[O-])c1	.	-0.4	.	0	-2	11	-29	-1.0	6
29	CCOC(=O)C1CCN(C(=O)CCn2c(=O)oc3ccccc32)CC1	.	0.2	.	10	3	4	4	-2.2	-9
30	CCOC(=O)C1=C(c2ccccc2)OC(N)=C(C#N)C1c1ccncc1 (stereo not given)	1	-2.0	-2.7	-2	43*	6	3	0.0	-2

Among those listed so far, these have an aryl methoxy group.
entry	canonical_smiles	Rv3671c inh	FadD28 binding	Mtb UGM inh	BoNT-F LC inh	FBA Mtb inh	GDH-TPI counter	PrPC surface inh	BioA inh	MazF activator
13	COc1ccc(NS(=O)(=O)c2cccc(NC(=O)CCC(=O)c3cccs3)c2)cc1	-24	-2.3	1.5	-7	-4	0	10	.	3
14	COc1ccccc1N1C(=O)CC(Sc2nccc(C)n2)C1=O (stereo not given)	2	0.5	-0.2	-23	3	4	-4	-0.2	-10
22	CNc1nc2c(C)cccn2c(=O)c1C=Nc1ccc(OC)cc1	6	-2.2	-6.5	-2	13	5	-1	.	19
25	COc1cccc(-c2nc(Cc3ccc(OC)c(OC)c3)no2)c1	3	-3.9	0.7	-11	-3	-4	6	1.5	-7

Going on with the list.
entry	canonical_smiles	Rv3671c inh	FadD28 binding	Mtb UGM inh	BoNT-F LC inh	FBA Mtb inh	GDH-TPI counter	PrPC surface inh	BioA inh	MazF activator
31	O=C(Nc1cccc(Cl)c1)N1CCCCCC1	-7	-3.6	-2.1	?	-1	0	2	-0.6	7
32	COc1ccc(CN2CCC(C(=O)c3ccc(Cl)cc3)CC2)cc1	4	-0.7	-1.1	?	2	22	-11	-3.1	-26
33	CCCC(c1nnnn1Cc1cccs1)N1CCN(C2CCCC2)CC1 (stereo not given)	-7	0.4	-0.5	0	4	-4	-2	0.7	5
34	CC1C=CCC2C(=O)N(c3cccc(C(=O)Nc4ccc(Br)cc4)c3)C(=O)C12 (stereo not given)	-28	.	6.7	-2	1	0	5	0.7	5
35	COc1cccc(/C=C/c2ccc3cccc(O)c3n2)c1OC	-3	-0.1	1.2	?	-1	11	-23	0.2	-10
36	Cc1ccsc1C(=O)C1CCCN(Cc2cn(C)nc2C)C1 (stereo not given)	-2	0.3	-3.9	-3	-4	4	4	.	-1
37	Cc1cc(NS(=O)(=O)c2cccs2)no1	2	-3.2	0.0	-10	1	6	4	-0.7	3
38	CCN(CC)S(=O)(=O)c1ccc(-c2nnc3sc4cccc(C)c4n23)cc1	-1	-0.1	-3.7	-15	6	8	-6	1.3	2
39	CC(C)(C)c1cc(CN2CCN(CCC#N)CC2)cc(C(C)(C)C)c1O	-4	2.7	2.1	-6	0	-6	1	-0.7	-4
40	CCOc1c(OC)cc(C2C(C#N)=C(N)Oc3n[nH]c(-c4ccncc4)c32)cc1OC (stereo not given)	4	0.2	1.3	-1	-2	4	-1	.	0
41	COc1ccccc1C1C(C(N)=O)=C(C)Nc2ncnn21 (stereo not given)	-8	-1.8	-2.7	-1	4	15	1	-2.6	0
42	COCCOC(=O)C1=C(C)NC(C)=C(C(=O)OCCOC)C1/C=C/c1ccccc1OC	-5	-0.8	2.8	-1	12	13	4	.	8
43	Cc1nn(CC(=O)N2CCN(c3cccc(C(F)(F)F)c3)CC2)c(=O)c2cccn12	-9	-1.1	-1.8	4	4	2	0	-0.7	0
44	O=C(Nc1ccc(-c2cn3ccccc3n2)cc1)c1cccs1	-18	-3.6	-1.8	-3	0	14	-4	.	-6
45	Cc1cc(=O)[nH]c2n[nH]c(-c3ccccc3)c12	-7	-3.9	3.6	-3	26	-8	-2	-0.7	-2
46	Cc1ccc2cc(C)c3nnc(SCc4ccc(C(=O)O)cc4)n3c2c1C	-5	-2.6	-0.1	.	3	12	-12	.	1
47	CC(C)NCC(O)COCCOc1ccc(C(C)(C)C)cc1 (stereo not given)	3	-4.5	0.3	-3	-1	5	-2	0.3	-1
48	NC(=O)c1c(NC(=O)C2CCCO2)sc2c1CCC2 (stereo not given)	6	0.1	-1.1	1	1	10	0	0.4	2
49	COc1cc(NCCCCCCCN)c2ncccc2c1	-28	-2.4	0.4	-15	-1	3	.	0.9	20
50	Cc1ccc(-n2nc3c(=O)n(CCCC(=O)N4CCC(C(N)=O)CC4)nc(C)c3c2C)cc1	-2	-3.8	0.0	4	-2	2	8	17	11
51	CC1(C)Cc2c(sc3nc(N/N=C/c4ccccc4)[nH]c(=O)c23)CO1	6	0.6	-0.1	-14	0	20	0	.	18
52	CCN(CC(=O)Nc1cccc(OC)c1)CC(=O)Nc1ccc(C)cc1Cl	-2	-3.9	-1.4	-9	0	-4	2	.	11
53	C=CCn1cnnc1SCC(=O)N(C1CCCCC1)C1CCS(=O)(=O)C1 (stereo not given)	-3	-0.4	-4.5	-3	0	-1	-6	.	1
54	CCNC(=O)C1(C)CCCN1C(=O)c1ccc2c(c1)OCO2 (stereo not given)	.	0.1	.	1	3	16	6	-2.0	.
55	CCOc1ccc(C(CC(=O)O)NC(=O)C(Sc2ccccc2)c2ccccc2)cc1 (stereo not given)	2	-2.2	1.4	-6	3	-1	2	-1.6	-7
56	Cc1c(NC(=O)CN2C(=O)NC3(CCCC3)C2=O)c(=O)n(-c2ccccc2)n1C	-1	-2.3	2.3	2	7	1	3	.	6
57	O=C(Nc1ccc2c(c1)OCCO2)C1CCN(C(=O)c2ccc(Br)cc2)CC1	6	-2.4	2.3	-39	-3	-4	5	1.3	4
58	COc1ccc(OC)c(NC(=O)C2C(C(=O)O)C3(Cl)C(Cl)=C(Cl)C2(Cl)C3(Cl)Cl)c1 (stereo not given)	-7	-1.4	2.2	-3	0	0	-7	.	7
59	COc1ccc(S(=O)(=O)N2CCCC(C(=O)N3CCOCC3)C2)cc1Cl (stereo not given)	-1	-1.4	-1.7	-12	1	4	3	0.4	-18
60	O=C(Nc1cccc([N+](=O)[O-])c1)N1CCc2ccccc2C1	.	0.2	-3.5	3	3	6	-2	7.8	6
61	CCN(CC)S(=O)(=O)c1ccc(C)c(NC(=O)CN(C)C)c1	5	-0.9	-1.8	-6	3	11	-8	.	-2
